High-throughput results as filed in PubChem BioAssay.
NTMT1 inhibitor – blocks human N-terminal methyltransferase 1 activity; Q9BV86; NTMT1 MTase-Glo SAH luminescence, purified enzyme; Potency, µM (highest dose often 114 µM), for the others: at the top dose activity change, negative = inhibition, usual class: inhibitors; hit rate 2.5% among 59,000;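 also: potency is read from the fitted curve at half-maximal effect; plate controls were DMSO vehicle for no effect and no enzyme for full effect; nearly all actives have a fitted effect of over 65% in size; many of its hits are not listed in these tables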
Target sequence (Q9BV86 whole entry, looked up): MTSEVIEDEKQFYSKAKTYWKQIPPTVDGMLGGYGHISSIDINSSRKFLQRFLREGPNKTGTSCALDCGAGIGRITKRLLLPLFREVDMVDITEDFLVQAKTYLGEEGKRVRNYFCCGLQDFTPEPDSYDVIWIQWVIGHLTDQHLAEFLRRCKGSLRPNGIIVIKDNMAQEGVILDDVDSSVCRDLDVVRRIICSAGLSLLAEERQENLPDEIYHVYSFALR
p53null 39C tox – kills p53 null cells at the nonpermissive temperature | H1299 p53-null (neo) cells, 39C, ATPlite viability, 24 h | Potency, µM (top dose mostly 46.1 µM), inactives show top-dose activity, negative = cell killing, usual class: cytotoxic | hit rate 0.97% among 55,000;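 also: potency is read from the fitted curve at half-maximal effect; 0% = DMSO only and -100% = full killing by 100 µM tamoxifen; nearly all actives have a fitted effect of over 50% in size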
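Concentration-response (up to 46 uM) was run for 24 h at the nonpermissive 39C on H1299-p53A138V or H1299-neo cells. ATP content was measured with ATPlite luminescence. AC50 values were Hill-modeled after normalizing between DMSO and 100 uM tamoxifen killing.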
TSG101-PTAP inh – TSG101-PTAP interaction inhibition, HIV-1 budding. Fluorescence polarization, FITC-PTAP peptide/Tsg101, 20 min. Potency, µM (titrated, usually from 115 µM), for the others: at the top dose activity change, negative = inhibition, most hits filed as inhibitors. 44,000 tested, under 10 active; also: potency is read from the fitted curve at half-maximal effect; 0% is about no effect
Target sequence (Q99816 whole entry, looked up): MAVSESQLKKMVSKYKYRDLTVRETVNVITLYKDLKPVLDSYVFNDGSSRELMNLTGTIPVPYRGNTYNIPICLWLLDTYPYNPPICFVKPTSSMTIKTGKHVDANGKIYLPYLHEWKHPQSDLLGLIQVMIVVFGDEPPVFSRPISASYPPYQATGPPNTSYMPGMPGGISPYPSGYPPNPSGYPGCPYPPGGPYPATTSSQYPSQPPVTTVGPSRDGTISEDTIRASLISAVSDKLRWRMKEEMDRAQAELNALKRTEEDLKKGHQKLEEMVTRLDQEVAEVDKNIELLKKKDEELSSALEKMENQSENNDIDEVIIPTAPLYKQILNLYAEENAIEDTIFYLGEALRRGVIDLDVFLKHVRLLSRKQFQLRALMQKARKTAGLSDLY
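Fluorescence polarization binding of Tsg101 binding domain (10 uM final) to FITC-labeled PTAP-motif peptide (50 nM final) in HEPES pH 7.5/NaCl/Tween 20/EDTA/TCEP buffer; 20 min at r.t. Actives by curve class, <25 µM, efficacy <60% inhibition.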
FH mod – Identification of activators of human fumarate hydratase by quantitative high-throughput screening; FH coupled MDH/diaphorase resazurin fluorescence, 15 min; hit rate 0.22% among 54,000; Potency, µM (titrated, usually from 79.9 µM), inactives show at the top dose activity change, negative = inhibition, most hits filed as inhibitors; AID 1347055, 2019; Fumarate hydratase, mitochondrial (Homo sapiens), P07954; also: potency is read from the fitted curve at half-maximal effect; % is scaled to controls: 0 for no effect and ±100 for the full control effect; the screen sought activators but most active calls are inhibition curves; nearly all actives have a fitted effect of over 45% in size
p53null 32C kill – kills p53 null cells at the permissive temperature | H1299-neo p53 null cells, ATP luminescence, 24 h, 32C | Potency, µM (series often up to 46.1 µM), for inactives: at the highest dose activity change, negative = cytotoxicity, hits mostly cytotoxic | hit rate 0.62% among 55,000;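 also: potency is read from the fitted curve at half-maximal effect; 0% = DMSO only and -100% = full killing by 100 µM tamoxifen; nearly all actives have a fitted effect of over 55% in size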
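Cells lacking p53 (H1299-neo) are plated at 600 per well and allowed to settle overnight at 37C. Test compounds (up to 46 uM) are added and held 24 hours at 32C, then ATP is quantified by luminescence.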
B2AR arrestin ag – ADRB2 beta-arrestin recruitment. P07550. 44,000 tested, under 10 active. AID 1347077. HTLA Tango cells, beta-arrestin recruitment, luciferase luminescence, 18 h. Potency, µM (titrated, usually from 46.1 µM), inactives show at the top dose activation, usual class: activators;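 also: potency is read from the fitted curve at half-maximal effect; 0% = DMSO and full agonism = EC100 isoproterenol or metaproterenol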
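Tango cells expressing recombinant beta2-AR and beta-arrestin were treated with compounds (up to 46 microM titration) in DMEM with 1% FBS for 18 hr at 37 degrees C. Beta-arrestin recruitment drove tTA-dependent luciferase, read by luminescence; curves were fitted and classed.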
GALK inhibitor – GALK (human) enzyme inhibition. P51570. recombinant GALK, Kinase-Glo ATP luminescence, 1 h. Potency, µM (titrated, usually from 57.5 µM), without a hit: top-dose activity, negative = inhibition, actives largely listed as inhibitors. 44,000 tested, under 10 active;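 also: plate controls were full GALK reaction for no effect and reaction lacking GALK for full effect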
Target sequence (P51570 whole entry, looked up): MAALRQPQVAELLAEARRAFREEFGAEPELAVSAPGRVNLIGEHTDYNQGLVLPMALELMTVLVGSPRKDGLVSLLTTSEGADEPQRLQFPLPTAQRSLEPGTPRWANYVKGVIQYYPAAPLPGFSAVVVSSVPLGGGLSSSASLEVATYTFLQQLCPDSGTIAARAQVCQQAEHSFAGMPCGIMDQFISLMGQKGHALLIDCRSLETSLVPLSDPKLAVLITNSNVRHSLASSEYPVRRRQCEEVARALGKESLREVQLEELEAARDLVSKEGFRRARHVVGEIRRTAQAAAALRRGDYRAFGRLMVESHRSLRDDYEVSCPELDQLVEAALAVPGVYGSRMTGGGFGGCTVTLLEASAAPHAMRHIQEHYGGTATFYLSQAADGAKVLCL
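Compounds were pinned into ATP buffer, then GALK-galactose mix was added (final 5 nM enzyme, 35 uM ATP, 100 uM galactose, pH 8.0). After 1 h at room temperature, Kinase-Glo Plus was added and luminescence read.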
* hit, by the source's call; ? = inconclusive; . = not tested or not shown; [ ] = dose if it differs, or a comment. Calls follow the shape of the dose curve; as a rule, active = well fitted curve in the direction sought with a large enough effect; inconclusive = small, poorly fitted or top-dose-only effect, or another doubt; inactive = no such curve, though single readings can be large; an effect the other way counts as inactive or inconclusive. These rows are one share of the data. The share of hits here may be higher or lower than overall.

SMILES	NTMT1 inhibitor	p53null 39C tox	TSG101-PTAP inh	FH mod	p53null 32C kill	B2AR arrestin ag	GALK inhibitor
CCOC(=O)CC(NC(=O)c1cc2c(=O)n3cccc(C)c3nc2s1)c1ccc(OCC(C)C)c(OC)c1 (configuration not stated)	-25%	-5%	-1%	-24%	4%	1%	-1%
Cc1cc(-c2nc3ccccc3s2)ccc1NC(=O)c1cc(Cl)ccc1Cl	13%	-7%	0%	8%	-3%	-2%	7%
CCCCOC(=O)c1ccc(NC(=O)CC2NCCNC2=O)cc1 (configuration not stated)	1%	.	0%	0%	.	0%	0%
COc1ccc(-c2cc(C)no2)cc1S(=O)(=O)N1CCCC(C)C1 (configuration not stated)	-5%	-7%	0%	-3%	-7%	0%	-2%
Fc1ccc(NCc2ccccc2-c2nnc(-c3ccccc3Cl)o2)cc1Cl	-6%	-24%	-6%	-19%	-7%	1%	1%
CCc1nnc(SCC(=O)Nc2cc(Cl)c(OC)cc2OC)c2cc3oc(C)cc3n12	-1%	-16%	-1%	-5%	-8%	0%	-7%
CCOc1ccc(NC(=O)CSc2nnc(-c3ccncc3)n2-c2ccccc2)cc1	-2%	36%	-2%	-2%	1%	-1%	1%
CCCc1nnc(NC(=O)Cc2coc3cc(C)cc(C)c23)s1	10%	2%	-4%	2%	2%	-1%	-10%
Cc1ccccc1C(=O)OCc1cc(=O)n2c(C)csc2n1	-11%	0%	1%	3%	-21%	2%	-1%
CCOc1ccc(CNS(=O)(=O)c2cc3c(cc2C)NC(=O)CO3)cc1OC	-1%	9%	2%	2%	-2%	0%	1%
COc1ccc(S(=O)(=O)N2Cc3ccccc3CC2C(=O)Nc2ccc(C)cc2)cc1OC (configuration not stated)	1%	12%	1%	-24%	8%	0%	1%
COc1ccc(C2c3c(n(C)c4ccccc34)C(=O)N2CC(=O)Nc2cc(Cl)ccc2C)cc1 (configuration not stated)	10%	15%	-2%	-22%	0%	0%	1%
CCOc1ccccc1NC(=O)CN1C(=O)COc2ccc(S(=O)(=O)N3CCCCCC3)cc21	7%	-16%	-1%	2%	-9%	0%	?
COc1cc(OC)cc(C(=O)Nc2ccc(S(=O)(=O)Nc3ncccn3)cc2)c1	23%	-16%	2%	-3%	-3%	-2%	3%
CCc1ccc(NS(=O)(=O)c2ccc3[nH]cc(C(=O)NCCc4ccccc4)c(=O)c3c2)cc1	6%	-7%	0%	-11%	-4%	-1%	1%
CCN(C(=O)CSc1nc(-c2ccccc2)no1)c1ccccc1	-3%	30%[activator]	-2%	-20%	13%	1%	-2%
COc1cc(CNC(=O)c2cc3n(n2)CCCN(Cc2ccc(C)cc2)C3=O)cc(OC)c1OC	16%	-2%	-8%	-1%	1%	0%	-2%
CCn1cc2nc(SCC(=O)Nc3cc(OC)ccc3OC)n(Cc3ccc(Cl)cc3)c(=O)c2n1	6%	-6%	-3%	-15%	14%	1%	5%
CC(=O)c1cccc(NC(=O)C(C)n2c(=O)cc(-c3ccccc3)c3c(C)nn(C)c32)c1 (configuration not stated)	2%	22%	1%	-25%	14%	-1%	1%
Cc1nnc(SCc2cc(=O)n3cccc(C)c3n2)s1	-4%	15%	0%	-21%	-3%	0%	2%
O=C1CN(C(=O)COc2ccc(Cl)cc2)C(c2ccc(F)cc2)c2cc(Br)ccc2N1 (configuration not stated)	19%	42%[activator]	1%	-24%	35%[activator]	1%	2%
CC(=O)N1CCC2(CC1)OC(=O)C(C)=C2C(=O)NCc1ccc(Cl)cc1	11%	5%	-4%	1%	-12%	-1%	-1%
O=C(CSc1nc2c([nH]c3ccccc32)c(=O)n1-c1cccc(C(F)(F)F)c1)N1CCc2ccccc21	-5%	1%	-2%	10%	9%	-1%	2%
CCC(=O)N1c2ccccc2C(C)(c2ccccc2)CC1(C)C (configuration not stated)	7%	?	-12%	-20%	3%	1%	1%
COc1cc(Cl)c(C)cc1NC(=O)c1cnc2c(-c3cccc(C)c3)c(C)nn2c1C	-7%	-1%	3%	-5%	-2%	3%	-1%

Quoted at random: 3 entries already listed.
SMILES	NTMT1 inhibitor	p53null 39C tox	TSG101-PTAP inh	FH mod	p53null 32C kill	B2AR arrestin ag	GALK inhibitor
COc1ccc(C2c3c(n(C)c4ccccc34)C(=O)N2CC(=O)Nc2cc(Cl)ccc2C)cc1 (configuration not stated)	10%	15%	-2%	-22%	0%	0%	1%
CCOc1ccc(CNS(=O)(=O)c2cc3c(cc2C)NC(=O)CO3)cc1OC	-1%	9%	2%	2%	-2%	0%	1%
CCC(=O)N1c2ccccc2C(C)(c2ccccc2)CC1(C)C (configuration not stated)	7%	?	-12%	-20%	3%	1%	1%

Remaining list, next part:
SMILES	NTMT1 inhibitor	p53null 39C tox	TSG101-PTAP inh	FH mod	p53null 32C kill	B2AR arrestin ag	GALK inhibitor
CCc1ccc(S(=O)(=O)c2cn(C)c3ccc(C)cc3c2=O)cc1	?	-25%	-1%	-27%	-6%	1%	6%
CCOc1ccc(OCC(=O)NCCS(=O)(=O)N2CCN(c3ccc(OC)cc3)CC2)cc1	7%	-11%	-6%	1%	-1%	-1%	2%
Cc1cc2ccccc2n1-c1ccc(C(=O)N2CCC(C(=O)NCc3ccc(Cl)cc3)CC2)s1	-5%	24%	-7%	-27%	23%	0%	-1%
CCOC(=O)c1c(NC(=O)COc2cccc(C(F)(F)F)c2)sc2c1CCCCC2	-3%	-13%	-9%	2%	5%	1%	-3%
CC(C)CCNC(=O)c1ccc2c(c1)N(Cc1cccc(Cl)c1)C(=O)c1ccccc1S2	6%	2%	1%	-13%	0%	0%	1%
COCCn1c(C)cc(O)c(C(c2ccccc2OC)N2CCN(c3ccccc3)CC2)c1=O (configuration not stated)	9%	-10%	1%	12%	6%	-1%	-1%
Cc1ccc(C)c(NC(=O)Cn2cnc3nc4c(cc3c2=O)CCCC4)c1	?	0%	-3%	-3%	1%	1%	-5%
CN1CCc2c(sc3c2C(=O)NC(c2ccc(OC(=O)c4ccc(C(C)(C)C)cc4)cc2)N3)C1 (configuration not stated)	-6%	-13%	2%	?	-8%	1%	1%
Cc1ccc(Cl)cc1N1CCN(C(=O)c2cn(C)c3ccc(S(=O)(=O)N4CCC(C)CC4)cc3c2=O)CC1	-12%	24%	-5%	6%	-2%	-2%	9%
COc1ccc(NCc2cc3ccc(OC)cc3n(CC(=O)Nc3cc(Cl)ccc3C)c2=O)cc1	11%	-10%	2%	-18%	5%	0%	2%
COc1cccc(C(=O)Nc2c(C(=O)c3ccc(F)cc3)oc3ccccc23)c1	9%	-10%	-2%	-1%	-2%	0%	2%
CC(=O)c1cccc(NC(=O)c2ccc3nc(C(C)C)oc3c2)c1	-7%	-17%	-7%	0%	-7%	0%	-2%
COc1cccc(CNC(=O)C(NS(=O)(=O)c2ccc3c(c2)CCN3C(C)=O)C(C)C)c1 (configuration not stated)	-7%	-8%	-4%	14%	-3%	-2%	0%
N#C/C(=C\c1ccc(Cl)cc1)C(=O)NCC1CCCO1 (configuration not stated)	-5%	-6%	-3%	-2%	0%	1%	-4%
CCc1ccc(-n2nc(C)c3c(C(=O)N4CCN(c5cccc(Cl)c5)CC4)cc(C)nc32)cc1	-4%	15%	0%	?	2%	0%	3%
CCOc1ccc(CN2CCc3nc(N4CCN(c5ncccn5)CC4)ncc3C2)cc1OC	-2%	-10%	-4%	-4%	9%	1%	1%
Cc1cccc(-c2noc(-c3cc(-c4ccc(F)cc4)n[nH]3)n2)c1	0%	0%	4%	4%	-4%	0%	-3%
CCOC(=O)c1sc(NC(=O)c2cc3nc(-c4ccccc4)cc(C(F)(F)F)n3n2)c(C(=O)OCC)c1C	9%	-2%	-1%	2%	-7%	-2%	3%
CCN1CCN(c2cc(C)c3cc(NC(=O)c4ccc(OC)c(OC)c4)ccc3n2)CC1	-3%	-5%	-9%	-16%	2%	-2%	-3%
Nc1nonc1C(=O)NCCNCc1cccc(Cl)c1Cl	14%	-6%	0%	-2%	4%	0%	8%
COC(=O)c1cc(C)nc2c1c(=O)nc(SCc1cccc(C)c1)n2C1CC1	16%	2%	0%	-5%	-6%	0%	0%
Cc1ccccc1OCC(=O)Nc1nnc(S(=O)(=O)N(C)c2ccccc2)s1	-22%	?	-3%	-3%	-13%	0%	0%
CC(C)c1ccc(NC(=O)CCNS(=O)(=O)c2cccc3nsnc23)cc1	0%	8%	-7%	-5%	11%	-2%	-2%
Cc1ccc(CNC(=O)COCc2cc(-c3cccs3)on2)cc1	4%	-8%	-5%	-6%	-11%	1%	2%
COc1ccc(CCn2c3c(c(=O)[nH]c2=O)C(NC(=O)c2ccccc2)(C(F)(F)F)C(=O)N3)cc1OC (configuration not stated)	11%	2%	-1%	9%	-1%	0%	5%
Other records:
SMILES	NTMT1 inhibitor	p53null 39C tox	TSG101-PTAP inh	FH mod	p53null 32C kill	B2AR arrestin ag	GALK inhibitor
COc1ccccc1NC(=O)CCN1CCCCC1	-12%	0%	7%	11%	-4%	0%	1%
CCOC(=O)C1CCN(C(=O)c2cc3ccc4cccnc4c3[nH]2)CC1	-15%	-16%	-16%	-8%	-1%	-1%	2%
COc1cc2c(cc1OC)C(COc1ccc3c(C)cc(=O)oc3c1)N(C(=O)c1ccc(C)cc1)CC2 (configuration not stated)	9%	6%	1%	-9%	10%	1%	0%
CCc1ccc(NC(=O)Cn2c(=O)n(-c3ccccc3)c(=O)c3ccc(C(=O)NCc4ccc5c(c4)OCO5)cc32)cc1	10%	-15%	-6%	4%	-14%	1%	0%
CCCN(CCC)C(=O)c1cc2c(=O)n3cccc(C)c3nc2s1	-22%	0%	1%	?	-5%	1%	0%
Cc1nc2c(-c3ccccc3)c(C)nn2c(C)c1CCC(=O)N1CCN(c2ccccc2)CC1	1%	-12%	-3%	?	-9%	0%	0%
O=C(NCC(c1cccnc1)N1CCc2ccccc21)c1ccc(Cl)cc1 (configuration not stated)	1%	-17%	0%	-9%	2%	0%	2%
Cc1cccc(CC(=O)NC2CC(=O)N(c3ccc4c(c3)OCCO4)C2)c1 (configuration not stated)	-4%	0%	-3%	-19%	1%	-3%	2%
O=C(Nc1cccc(Cl)c1)N1Cc2ccccc2Oc2ncccc21	2%	-7%	3%	-13%	6%	-2%	0%
CCOc1ccc(NC(=O)CN2CCN(CC(=O)Nc3ccccc3OCC)CC2)cc1	5%	0%	-8%	-9%	18%	-1%	-3%
Cc1ccc(NC(=O)c2cccc3c2C(=O)N(C2CCCCC2)C3)c(C)c1	12%	29%	0%	-7%	5%	1%	0%
Cc1cccc(NC(=O)CCNS(=O)(=O)c2cccc3nsnc23)c1C	-19%	28%	2%	1%	6%	-2%	-3%
O=C(CSc1nc2ccsc2c(=O)n1-c1ccc(Br)cc1)NCc1ccc(Cl)cc1	-1%	1%	0%	1%	-3%	0%	-1%
